# GSIS activator – primary screen for activators of insulin secretion dependent on glucose, INS-1E cells, GLuc reporter luminescence | 0.61% of 370,000 active | activation, % at 16.6 µM | INS-1E GLuc reporter insulin secretion, 2-3 h;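 active means lowest replicate activation of at least 40%, so every replicate reaches that level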;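 further: 0% = median of neutral control wells and 100% = median of IBMX positive control wells; some compounds called inactive have numbers as strong as hits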
# PglD DTNB – PglD (C. jejuni) enzyme inhibition. 0.098% of 360,000 active. purified PglD enzyme, DTNB colorimetric CoA detection. inhibition, % at 12.5 µM. AID 602405; in the data active means inhibition above about 16%, passing the limit was not always enough; further: strong numbers were not always called active
# ARNT-TACC3 inh – disrupts binding between human ARNT and TACC3. 0.66% of 390,000 active. Q9Y6A5. AID 623870. inhibition, % at 9.99 µM. AlphaScreen His-ARNT PAS-B/GST-TACC3 binding, luminescence; TACC3 fragment carries E629A point mutation;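 active means mean inhibition of replicates at least 50% and at least half of replicates each reaching 50%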;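 further: 0% = complete ARNT plus TACC3 wells and 100% = ARNT alone without TACC3; many hits fall short of the cut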
# PGC1a acetyl inh – lowers PGC1a acetylation signal in U2OS cells. inhibition, % at 15.6 µM. AID 651687. AlphaScreen anti-acetyl-lysine; with virally co-expressed GCN5 acetyltransferase. 0.17% of 350,000 active;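 active means every replicate shows inhibition of at least 40%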;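 further: 0% = neutral control wells and 100% = positive control wells; some results beyond the cut were filed as inactive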
# Cneo AK release – causes C. neoformans cell lysis; adenylate kinase release luminescence, 4 h; normalised: neutral wells 0, clomiphene wells 100; lysis activity, % at 15 µM; 0.2% of 360,000 active;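 active means mean lysis activity across replicates of at least 80%, whatever share of replicates individually reach that level; inactive means mean lysis activity below 80%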
#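 Signal: Adenylate kinase release luminescence | Assay system: Log-phase Cryptococcus neoformans yeast cells | Input: Cells at 5 × 10^6 per mL | Buffer or medium: Fresh YPD growth medium | Compound: Single dose | Schedule: Static 4 h at 37 °C with compound, 1 h detection | Controls: Clomiphene | Read-out: Luminescence rise reflecting yeast cell lysis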
# C2C12 statin – suppression of simvastatin myotoxicity; 0.78% of 330,000 active; AID 602340; C2C12 myotubes + simvastatin, ATP luminescence, 48 h; scaled: DMSO 0, geranylgeraniol control 100; rescue of ATP level, % at 7.49 µM;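 active means mean ATP rescue above about 67%, or every replicate alone reaching that limit, limit read from the data, passing the limit was not always enough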;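 further: myotubes were challenged with 10 µM simvastatin during compound exposure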
# PAX8 inh HTS – PAX8 transcriptional activity inhibition; RMG-I TPO-luciferase reporter, SteadyGlo, 24 h; inhibition, % at 12.6 µM; 1.2% of 360,000 active; AID 652154;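 active means mean replicate inhibition at least 60% with every replicate also reaching 60%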;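 further: luciferase light reporting Pax8 driven TPO promoter activity; plate controls were median of neutral control wells for no effect and mitoxantrone controls for full effect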
# LGR2 inh – Drosophila LGR2 receptor signaling inhibition; HEK293 LGR2, CRE-luciferase, bursicon-stimulated, 4 h; inhibition, % at 9.99 µM; 0.35% of 380,000 active;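 active means drop in luminescence signal, shown as inhibition above about 50% in the replicate tests, limit read from the data, passing the limit was not always enough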;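 further: agonist challenge used bursicon conditioned medium at about half maximal strength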
# * marks the source's active call; other numbers are inactive results; nt = not tested or not shown. This is a random part of the collection; overall some 2.9% were active at least once.
SMILES,GSIS activator,PglD DTNB,ARNT-TACC3 inh,PGC1a acetyl inh,Cneo AK release,C2C12 statin,PAX8 inh HTS,LGR2 inh
CC12CN3CCN(CC(C3)/C1=N\NC(=O)Nc1cccc(Cl)c1)C2,-5,1,5,3,3,nt,-14,6
O=C(Oc1ccc2ccccc2c1Br)N1CCCCCC1,nt,2,-13,-23,-12,-3,nt,nt
O=C(Nc1nccs1)c1cc2sccc2n1Cc1ccc(Cl)cc1,nt,nt,-8,-2,2,-26,-10,8
C[C@H](CO)N1C[C@H](C)[C@H](CN(C)C)Oc2c(NC(=O)Nc3ccccc3)cccc2C1=O,0,1,6,5,5,3,-13,4
Cc1ccc(OCC(O)CN2CCC(Cc3ccccc3)CC2)c(C)c1 (stereo unspecified),-8,-2,4,-5,0,-45,21,1
O=C(CC1(O)C(=O)Nc2ccccc21)c1cccc(Br)c1 (stereo unspecified),22,nt,-1,nt,nt,nt,11,-8
CC(C)Sc1nnc(NC(=O)CCc2ccccc2)s1,-9,nt,-10,-6,nt,nt,1,-12
O=C(C[C@H]1CC[C@@H](NC(=O)C2CC2)[C@@H](CO)O1)Nc1nccs1,3,11,0,8,-1,6,-3,8
CCn1c(CC(=O)Nc2ccccc2)nnc1SCC(=O)Nc1nnc(C)s1,2,0,nt,nt,0,15,1,0
COCCCNC(=O)c1cc2cc3cc(OC)ccc3nc2o1,1,-3,-2,nt,3,-29,-11,11
CN1C(=O)c2cc(NC(=O)c3cnccn3)ccc2OC[C@H]2O[C@@H](CC(=O)N[C@H]3CCN(Cc4ccccc4)C3)CC[C@@H]21,-5,7,-3,3,0,2,-2,1
CC(=O)c1cccc(NC(=S)NCCCCc2ccccc2)c1,-4,1,-3,-19,2,-11,2,5
COc1ccc(S(=O)(=O)N(C)C[C@@H]2Oc3ccc(NC(=O)C4CC4)cc3C(=O)N([C@H](C)CO)C[C@@H]2C)cc1,2,7,0,-9,43,-25,16,6
O=C(CSc1nc2ccccc2s1)N1c2ccccc2Sc2ccccc21,nt,-2,0,-15,0,nt,17,nt
Cc1ccc(/C=C(\NC(=O)c2ccccc2)C(=O)NC(Cc2ccccc2)C(=O)O)cc1 (stereo unspecified),13,3,-5,1,0,nt,5,3
CCn1c(SCC(=O)N2c3ccccc3Sc3ccccc32)nnc1-c1ccco1,-2,-4,6,-2,3,5,nt,-3
O=C(CSc1ccc2ccccc2c1)N1CCN(c2ccc(O)cc2)CC1,-1,nt,-3,nt,nt,nt,7,-14
COc1ccccc1CN1C[C@H](C)[C@@H](OC)CN(C)C(=O)c2ccc(NC(C)=O)cc2OC[C@@H]1C,1,2,1,-8,-1,-5,-4,0
CCOc1ccc(C(=O)NCC(=O)NNC(=O)c2ccco2)cc1OCC,43,-2,8,0,-1,3,-6,1
N#CC1(c2ccccc2)CCC(=O)N1c1ccccc1 (stereo unspecified),0,nt,-13,nt,nt,nt,-6,16
COc1ccc(C)cc1NC(=O)c1nnn(CCc2ccccc2)c1N,1,-1,-2,nt,6,-16,0,-6
Cc1noc(C)c1S(=O)(=O)Nc1ccc2c(c1)C(=O)N([C@@H](C)CO)C[C@H](C)[C@H](CN(C)C(=O)CCCN(C)C)OCCCC[C@@H](C)O2,26,-4,1,2,-8,nt,-9,15
O=C(CCNS(=O)(=O)c1ccc(Br)s1)NCc1ccccc1Cl,4,nt,0,1,nt,nt,9,-10
O=C(O)C1C2C=CC(C2)C1C(=O)N1CCN(CCO)CC1 (stereo unspecified),nt,-4,15,-8,1,-12,nt,nt
CCN(CC)C(=O)C1=C(C)N(Cc2ccccc2)C(=O)C(CC(=O)NC(c2ccccc2)c2ccccc2)C1 (stereo unspecified),-14,5,nt,-8,0,2,26,7
Cc1oc(C(C)(C)C)cc1C(=O)N1CCN(C(c2ccccc2)c2ccccc2)CC1,-33,nt,2,0,nt,4,3,24
Cc1ccc(S(=O)(=O)N(C)C[C@@H]2Oc3ccc(NC(=O)NC(C)C)cc3C(=O)N([C@@H](C)CO)C[C@H]2C)cc1,4,1,1,14,-1,3,-1,5
Cc1cccc(OCC(=O)NC2CCCCCC2)c1C,17,0,-1,-5,-1,nt,-34,-9
CO[C@H]1CN(C)C(=O)c2ccc(NC(=O)NC(C)C)cc2OC[C@H](C)N(CCC(F)(F)F)C[C@@H]1C,-22,-3,5,-10,2,-22,nt,-8
O=S(=O)(Nc1nc(SCc2ccc(Cl)cc2)n[nH]1)c1ccc(F)cc1,nt,6,-12,-7,-3,nt,15,nt
COC(=O)c1[nH]c2ccccc2c1NC(=O)CN1CCC(C(N)=O)(N2CCCCC2)CC1,5,0,-10,-1,4,nt,nt,7
C[C@H](CO)N1C[C@H](C)[C@@H](CN(C)C)Oc2cc(-c3cncnc3)ccc2S1(=O)=O,8,-1,-4,2,1,1,nt,5
COC(C[C@H]1O[C@H]1C(=O)[C@H](C)OCc1ccccc1)OC,5,3,-15,5,0,nt,-6,4
O=C(OCC(=O)c1c[nH]c2ccccc12)c1cc(S(=O)(=O)N2CCOCC2)ccc1F,-16,0,-4,11,0,10,5,8
Cc1onc(-c2ccccc2Cl)c1C(=O)NCCCc1ccccc1,1,-5,0,-2,-1,nt,16,12
Cc1ccc(CNc2oc(-c3cccs3)nc2C#N)cc1,nt,4,5,nt,0,15,nt,nt
O=C(CN1CCSCC1)c1c[nH]c2ccccc12,nt,0,4,-17,4,26,4,nt
CO[C@H]1CN(C)C(=O)c2ccc(NS(C)(=O)=O)cc2OC[C@@H](C)N(C(=O)NC(C)C)C[C@@H]1C,10,-3,-6,-1,0,-14,-4,-10
COc1cc(N)c(Cl)cc1C(=O)OCC(=O)N1CCc2ccccc21,0,-6,-3,nt,0,0,15,-10
C[C@@H]1CN([C@H](C)CO)C(=O)CCCn2nncc2CO[C@@H]1CN(C)C(=O)Nc1cccc(Oc2ccccn2)c1,1,3,-3,-1,9,-7,nt,-19
COc1ccc(/C=C/C(=O)OCn2c(SC)nnc(C)c2=O)cc1OC,23,nt,-4,nt,nt,nt,0,-8
CCOC(=O)c1nn(-c2ccc(C)cc2)c(=O)cc1OCC(=O)Nc1cc(C)ccc1OC,0,0,3,nt,3,nt,13,16
O=C(NN(c1ccccc1)c1ccccc1)c1ccc([N+](=O)[O-])o1,-6,-1,-4,nt,0,20,58,19
COc1ccc(CCNC(=O)c2nc3ncccn3n2)cc1OC,nt,1,-11,2,-1,19,nt,nt
O=C(c1ccc(F)cc1)N1CCC(c2ccccc2)C1 (stereo unspecified),18,nt,-1,-2,nt,8,-57,-56
C=CCN(c1ccccc1)S(=O)(=O)c1ccc2[nH]cc(C(=O)NCCOC)c(=O)c2c1,9,1,8,1,0,-3,7,5
COc1ccccc1NC(=O)COC(=O)/C=C/c1ccc(OC)c(OC)c1,nt,-1,-1,nt,0,4,7,-18
COc1ccc(CCn2c(=N)c(C(=O)NC3CCCC3)cc3c(=O)n4ccccc4nc32)cc1,4,1,12,-25,-4,-20,-13,8
COc1cccc(NC(=O)CN(C)C(=O)/C=C/c2cn(Cc3ccccc3)nc2-c2cccnc2)c1,-14,nt,0,nt,nt,nt,22,-5
O=S(=O)(O)c1ccc(Cl)c(Cl)c1,17,-2,0,6,1,1,-13,-3
COc1ccc(NCC(=O)NN=C2CCS(=O)(=O)c3ccc(F)cc32)cc1,-8,-1,nt,10,-4,12,15,-4
CN(C)CCN(C(=O)c1ccco1)c1nc2cc3c(cc2s1)OCCO3,14,4,0,nt,59,nt,-78,0
CCCCn1c2c(c3ccccc31)CCc1nonc1-2,-22,3,1,-6,0,2,16,-26
COC(=O)c1ccc(C2C(C(=O)c3ccco3)=C(O)C(=O)N2CC2CCCO2)cc1 (stereo unspecified),27,1,-3,nt,-1,0,12,-8
COc1ccc(/C(C)=N\NC(=O)CSc2nnc(C)s2)cc1,24,-3,39*,7,1,nt,-16,3
Cc1noc(C)c1S(=O)(=O)N(C)C[C@H]1OCCCC[C@H](C)Oc2ccc(NS(C)(=O)=O)cc2C(=O)N([C@H](C)CO)C[C@H]1C,5,4,12,5,1,nt,nt,17
Cc1cc(Cl)c(S(=O)(=O)NC2CCCC2)cc1OCC(=O)NC1CCCCC1,nt,-2,-7,nt,1,20,25,nt
CSc1ccc(CNC(=O)C2(C)CCCN(C(C)C)C2)cc1 (stereo unspecified),6,3,nt,-1,4,13,-5,-1
COCCn1nnnc1C(c1cccc(C(F)(F)F)c1)N1CCOCC1 (stereo unspecified),nt,-5,-7,0,2,-4,nt,nt
CCCn1c(SCC(N)=O)nnc1C(C)C,15,10,-6,-2,1,2,nt,-7
Cc1cccc(N2CC(C(=O)Nc3ccc(S(=O)(=O)N4CCOCC4)cc3)CC2=O)c1 (stereo unspecified),-26,-9,14,12,9,-1,13,19
C[C@H](CO)N1C[C@H](C)[C@H](CN(C)C(=O)Nc2ccc3c(c2)OCCO3)OCc2cn(nn2)CCCC1=O,16,3,-9,-1,-13,-6,nt,-9

# In the list so far, 13 have an aryl methoxy group:
SMILES,GSIS activator,PglD DTNB,ARNT-TACC3 inh,PGC1a acetyl inh,Cneo AK release,C2C12 statin,PAX8 inh HTS,LGR2 inh
COCCCNC(=O)c1cc2cc3cc(OC)ccc3nc2o1,1,-3,-2,nt,3,-29,-11,11
COc1ccc(S(=O)(=O)N(C)C[C@@H]2Oc3ccc(NC(=O)C4CC4)cc3C(=O)N([C@H](C)CO)C[C@@H]2C)cc1,2,7,0,-9,43,-25,16,6
COc1ccccc1CN1C[C@H](C)[C@@H](OC)CN(C)C(=O)c2ccc(NC(C)=O)cc2OC[C@@H]1C,1,2,1,-8,-1,-5,-4,0
COc1ccc(C)cc1NC(=O)c1nnn(CCc2ccccc2)c1N,1,-1,-2,nt,6,-16,0,-6
COc1cc(N)c(Cl)cc1C(=O)OCC(=O)N1CCc2ccccc21,0,-6,-3,nt,0,0,15,-10
COc1ccc(/C=C/C(=O)OCn2c(SC)nnc(C)c2=O)cc1OC,23,nt,-4,nt,nt,nt,0,-8
CCOC(=O)c1nn(-c2ccc(C)cc2)c(=O)cc1OCC(=O)Nc1cc(C)ccc1OC,0,0,3,nt,3,nt,13,16
COc1ccc(CCNC(=O)c2nc3ncccn3n2)cc1OC,nt,1,-11,2,-1,19,nt,nt
COc1ccccc1NC(=O)COC(=O)/C=C/c1ccc(OC)c(OC)c1,nt,-1,-1,nt,0,4,7,-18
COc1ccc(CCn2c(=N)c(C(=O)NC3CCCC3)cc3c(=O)n4ccccc4nc32)cc1,4,1,12,-25,-4,-20,-13,8
COc1cccc(NC(=O)CN(C)C(=O)/C=C/c2cn(Cc3ccccc3)nc2-c2cccnc2)c1,-14,nt,0,nt,nt,nt,22,-5
COc1ccc(NCC(=O)NN=C2CCS(=O)(=O)c3ccc(F)cc32)cc1,-8,-1,nt,10,-4,12,15,-4
COc1ccc(/C(C)=N\NC(=O)CSc2nnc(C)s2)cc1,24,-3,39*,7,1,nt,-16,3

# Bioassay records: PubChem BioAssay, Broad Institute
